# High-throughput results: PubChem BioAssay, University of Kansas High Throughput Screening Laboratory
# mHTT CaM bind: mutant huntingtin-calmodulin interaction inhibitors – biochemical, AlphaScreen, primary screen; P42858; AlphaScreen His-mHTT/GST-CaM binding, luminescence; inhibition, % at 15 µM; 190,000 tested, 3.6% active; AID 1671202, 2021;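 further: 0% = both proteins with DMSO and 100% = one protein alone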
# Target sequence (P42858 whole entry, looked up, stated change not applied): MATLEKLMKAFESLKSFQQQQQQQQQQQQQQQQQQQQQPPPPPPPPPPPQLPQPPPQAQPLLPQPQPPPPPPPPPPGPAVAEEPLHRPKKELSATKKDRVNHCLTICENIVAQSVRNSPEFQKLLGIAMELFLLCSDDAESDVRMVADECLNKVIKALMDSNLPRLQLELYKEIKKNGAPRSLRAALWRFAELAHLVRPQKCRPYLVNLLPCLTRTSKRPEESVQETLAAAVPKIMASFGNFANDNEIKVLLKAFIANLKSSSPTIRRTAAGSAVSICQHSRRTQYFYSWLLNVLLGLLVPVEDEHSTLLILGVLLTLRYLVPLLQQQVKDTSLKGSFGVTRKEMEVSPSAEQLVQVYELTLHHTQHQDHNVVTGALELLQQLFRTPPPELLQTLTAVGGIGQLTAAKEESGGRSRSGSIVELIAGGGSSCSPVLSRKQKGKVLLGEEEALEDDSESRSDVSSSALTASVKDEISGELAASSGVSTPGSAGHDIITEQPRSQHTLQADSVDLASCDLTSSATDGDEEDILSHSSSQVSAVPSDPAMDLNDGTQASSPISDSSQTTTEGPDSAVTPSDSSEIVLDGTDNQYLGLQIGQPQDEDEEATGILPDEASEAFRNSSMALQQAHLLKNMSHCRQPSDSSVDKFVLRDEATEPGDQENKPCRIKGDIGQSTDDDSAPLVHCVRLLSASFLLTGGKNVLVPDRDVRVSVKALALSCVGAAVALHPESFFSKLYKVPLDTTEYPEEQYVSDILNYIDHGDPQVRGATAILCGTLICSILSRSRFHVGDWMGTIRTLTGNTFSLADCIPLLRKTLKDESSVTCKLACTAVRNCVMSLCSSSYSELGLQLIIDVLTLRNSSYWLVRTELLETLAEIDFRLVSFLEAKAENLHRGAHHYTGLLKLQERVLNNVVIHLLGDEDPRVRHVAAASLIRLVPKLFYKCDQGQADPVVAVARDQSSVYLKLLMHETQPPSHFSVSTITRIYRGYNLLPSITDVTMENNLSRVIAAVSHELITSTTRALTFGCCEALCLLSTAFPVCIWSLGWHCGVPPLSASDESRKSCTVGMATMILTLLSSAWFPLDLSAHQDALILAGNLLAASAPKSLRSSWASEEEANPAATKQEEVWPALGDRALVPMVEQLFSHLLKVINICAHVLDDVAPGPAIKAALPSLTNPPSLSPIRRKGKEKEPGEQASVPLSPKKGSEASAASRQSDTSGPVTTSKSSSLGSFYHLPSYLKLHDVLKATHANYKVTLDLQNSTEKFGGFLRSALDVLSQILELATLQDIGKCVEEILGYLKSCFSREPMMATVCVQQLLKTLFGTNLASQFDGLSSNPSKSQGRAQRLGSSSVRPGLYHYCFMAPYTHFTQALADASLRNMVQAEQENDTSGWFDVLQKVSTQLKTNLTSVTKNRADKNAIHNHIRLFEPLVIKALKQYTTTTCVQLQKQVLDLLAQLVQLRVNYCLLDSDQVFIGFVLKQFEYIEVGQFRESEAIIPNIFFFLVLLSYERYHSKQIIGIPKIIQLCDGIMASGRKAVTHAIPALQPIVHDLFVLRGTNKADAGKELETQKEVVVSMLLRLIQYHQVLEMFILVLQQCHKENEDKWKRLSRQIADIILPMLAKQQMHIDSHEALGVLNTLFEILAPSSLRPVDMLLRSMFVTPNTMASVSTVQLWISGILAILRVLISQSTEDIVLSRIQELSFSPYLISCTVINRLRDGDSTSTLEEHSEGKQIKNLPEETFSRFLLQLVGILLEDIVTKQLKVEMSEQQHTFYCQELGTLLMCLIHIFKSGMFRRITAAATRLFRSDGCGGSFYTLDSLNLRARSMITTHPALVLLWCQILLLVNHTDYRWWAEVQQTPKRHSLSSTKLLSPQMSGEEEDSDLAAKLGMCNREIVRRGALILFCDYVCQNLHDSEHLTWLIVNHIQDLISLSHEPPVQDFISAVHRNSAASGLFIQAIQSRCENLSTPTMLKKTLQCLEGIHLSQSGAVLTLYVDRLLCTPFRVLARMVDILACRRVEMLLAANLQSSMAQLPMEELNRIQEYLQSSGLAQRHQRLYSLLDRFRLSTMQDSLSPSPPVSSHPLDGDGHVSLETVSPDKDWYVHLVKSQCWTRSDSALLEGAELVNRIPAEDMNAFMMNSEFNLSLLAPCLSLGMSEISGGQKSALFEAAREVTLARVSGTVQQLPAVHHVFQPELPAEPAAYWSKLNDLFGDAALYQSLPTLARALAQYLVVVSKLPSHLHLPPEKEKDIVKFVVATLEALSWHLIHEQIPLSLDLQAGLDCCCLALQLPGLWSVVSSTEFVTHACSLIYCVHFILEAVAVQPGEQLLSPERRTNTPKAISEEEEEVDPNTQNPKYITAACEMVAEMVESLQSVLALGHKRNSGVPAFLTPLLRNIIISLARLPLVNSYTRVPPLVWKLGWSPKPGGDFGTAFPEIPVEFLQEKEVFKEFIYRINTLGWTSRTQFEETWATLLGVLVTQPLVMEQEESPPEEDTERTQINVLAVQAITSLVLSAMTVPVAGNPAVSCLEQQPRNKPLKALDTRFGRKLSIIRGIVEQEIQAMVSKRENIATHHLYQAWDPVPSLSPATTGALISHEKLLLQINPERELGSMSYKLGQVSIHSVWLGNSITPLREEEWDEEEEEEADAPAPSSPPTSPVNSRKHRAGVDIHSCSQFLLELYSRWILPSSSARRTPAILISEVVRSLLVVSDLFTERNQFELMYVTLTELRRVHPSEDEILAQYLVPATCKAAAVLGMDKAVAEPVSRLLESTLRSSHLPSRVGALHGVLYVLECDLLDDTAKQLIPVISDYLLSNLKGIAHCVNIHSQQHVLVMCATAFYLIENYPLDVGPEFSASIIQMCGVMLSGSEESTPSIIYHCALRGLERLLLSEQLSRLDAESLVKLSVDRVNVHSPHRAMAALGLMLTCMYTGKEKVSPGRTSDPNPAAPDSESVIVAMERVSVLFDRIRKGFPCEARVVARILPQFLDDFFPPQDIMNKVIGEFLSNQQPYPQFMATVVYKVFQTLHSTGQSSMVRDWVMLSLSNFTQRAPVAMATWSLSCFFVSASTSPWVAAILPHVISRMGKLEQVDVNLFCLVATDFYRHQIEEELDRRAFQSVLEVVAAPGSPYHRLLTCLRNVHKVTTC
# Pf apPOL block: Pf-apPOL inhibitors, biochemical, fluorescence | Plasmodium falciparum apicoplast DNA polymerase (apPOL) | Recombinant Pf-apPOL, molecular beacon fluorescence, 1.5 h | inhibition, % at 10 µM | 210,000 tested, 0.25% active
# * marks the source's active call; other numbers are inactive results; nt = no result given; & = joins results of further samples. No stated cut-off is given here; in the data, active means inhibition above about 50%; inactive means the rest. Not a hit list; 3.7% or so of the library scored in one or more.
cpd	Compound	mHTT CaM bind	Pf apPOL block
1	CCCCOc1ccc(N2C(=O)CC(N3CCN(CC)CC3)C2=O)cc1 (configuration not stated)	-3	-10
2	NC1CCSc2ccccc21 (configuration not stated)	-5	nt
3	COc1ccccc1C1C(C(C)=O)=C(O)C(=O)N1CCc1ccccc1 (configuration not stated)	11	4
4	Cc1nc(-c2ccc(S(=O)(=O)Nc3ccc4c(c3)OCCO4)s2)cs1	nt	2
5	NC(=S)N=Nc1c2nnnc2c(NNC(N)=S)c2n[nH][nH]c12	100*	nt
6	O=C(NC(Nc1ccc(Br)cc1)C(Cl)(Cl)Cl)c1ccc(F)cc1 (configuration not stated)	87*	-3
7	CCn1c(CC2CCN(C(=O)COc3cccc(Cl)c3)C2)nc2cccnc21 (configuration not stated)	0	-9
8	COc1ccc(C2(CNC(=O)CN3C(=O)c4ccccc4C3=O)CCOCC2)cc1	-6	-1
9	O=C(Nc1ccc(Cl)cc1)c1cc2n(n1)C(C(F)(F)F)CC(c1ccco1)N2 (configuration not stated)	12	2
10	O=C(NCc1ccc(F)cc1)C1CCN(c2nccn3nc(-c4ccc(F)cc4)cc23)CC1	4	3
11	CCn1nc(C)c(C=O)c1C	-4	nt
12	CC(=O)Nc1ccc(-c2ccsc2)cc1NC(=O)Nc1cccs1	4	4
13	COc1ccc([N+](=O)[O-])cc1NC(=O)Nc1cccc(Cl)c1	7	-5
14	NC(=O)C1(N2CCCCC2)CCN(C2CC(=O)N(c3cccc(Br)c3)C2=O)CC1 (configuration not stated)	3	2
15	COc1ccc(-n2nc(C(=O)Nc3ccc(Cl)cn3)c3ccccc3c2=O)c(OC)c1	-7	4
16	CCOC(=O)c1ccc2nc(NC(=O)c3ccc(F)c(Cl)c3)sc2c1	nt	-11
17	N#C/C(=C\c1ccccc1/C=C(\C#N)c1ccc2c(c1)OCO2)c1ccc2c(c1)OCO2	73*	nt
18	Cc1cc(Cl)ccc1NC(=O)N1CC2CC1CC2NC(=O)c1cccs1 (configuration not stated)	2	0
19	O=C(O)c1sc2ccccc2c1Cl	-3	1
20	Cc1ccccc1Cn1c(=O)n(CCC(=O)NCc2ccccc2)c(=O)c2sccc21	1	-4
21	Cc1nc(N(C)Cc2ccccc2)c2cc(C)sc2n1	-17	0
22	CCOc1cc(C=C2C(=O)OC(C)(C(C)(C)C)OC2=O)cc(I)c1O (configuration not stated)	6	-2
23	O=C(Nc1c2c(nn1-c1ccc([N+](=O)[O-])cc1)CS(=O)(=O)C2)c1cccc(C(F)(F)F)c1	16	-2
24	C=CCNC(=O)c1csc(-c2cccc(OC)c2)n1	-10	-7
25	Cc1ccc(-n2c(CCC(=O)O)ccc2-c2ccccc2)cc1Cl	20	-8
26	O=c1[nH]c2ccc(S(=O)(=O)Nc3cccnc3)cc2s1	1	-5
27	COc1ccc(C(=O)Nc2ccc(Br)cc2F)cc1[N+](=O)[O-]	7&11	3&-6
28	Cc1ccc(S(=O)(=O)Nc2nc(CC(=O)N3CCC(C(N)=O)CC3)cs2)cc1	-25	-1
29	N#Cc1ccc(C2=COC3(CCCN(C(=O)C4CCCC4)C3)C2)cc1 (configuration not stated)	-10	-6
30	Cc1noc(-c2nn(C)c3c2CN(C(=O)Cc2ccc(F)cc2)CC3)n1	-3	-2

# 14 structures out of the list, arranged by formula weight, smallest number first:
cpd	Compound	mHTT CaM bind	Pf apPOL block
24	C=CCNC(=O)c1csc(-c2cccc(OC)c2)n1	-10	-7
13	COc1ccc([N+](=O)[O-])cc1NC(=O)Nc1cccc(Cl)c1	7	-5
25	Cc1ccc(-n2c(CCC(=O)O)ccc2-c2ccccc2)cc1Cl	20	-8
3	COc1ccccc1C1C(C(C)=O)=C(O)C(=O)N1CCc1ccccc1 (configuration not stated)	11	4
12	CC(=O)Nc1ccc(-c2ccsc2)cc1NC(=O)Nc1cccs1	4	4
27	COc1ccc(C(=O)Nc2ccc(Br)cc2F)cc1[N+](=O)[O-]	7&11	3&-6
18	Cc1cc(Cl)ccc1NC(=O)N1CC2CC1CC2NC(=O)c1cccs1 (configuration not stated)	2	0
4	Cc1nc(-c2ccc(S(=O)(=O)Nc3ccc4c(c3)OCCO4)s2)cs1	nt	2
7	CCn1c(CC2CCN(C(=O)COc3cccc(Cl)c3)C2)nc2cccnc21 (configuration not stated)	0	-9
8	COc1ccc(C2(CNC(=O)CN3C(=O)c4ccccc4C3=O)CCOCC2)cc1	-6	-1
9	O=C(Nc1ccc(Cl)cc1)c1cc2n(n1)C(C(F)(F)F)CC(c1ccco1)N2 (configuration not stated)	12	2
17	N#C/C(=C\c1ccccc1/C=C(\C#N)c1ccc2c(c1)OCO2)c1ccc2c(c1)OCO2	73*	nt
15	COc1ccc(-n2nc(C(=O)Nc3ccc(Cl)cn3)c3ccccc3c2=O)c(OC)c1	-7	4
14	NC(=O)C1(N2CCCCC2)CCN(C2CC(=O)N(c3cccc(Br)c3)C2=O)CC1 (configuration not stated)	3	2

# Continuation:
cpd	Compound	mHTT CaM bind	Pf apPOL block
31	O=C(C(Cc1ccccc1)N1C(=O)C2CCCCC2C1=O)N1CCN=C1c1ccccc1 (configuration not stated)	-2	4
32	Cc1nc(C(=O)NCC2CCCCC2)c(C)o1	-13	8
33	COc1ccc(-c2nnc(-c3cccnc3)o2)cc1OC	0	3
34	CC1(C)CC2CC(C)(CN2Cc2c(O)ccc3cc(-c4ccccn4)c(=O)oc23)C1 (configuration not stated)	-14	-46
35	O=C1CSC(c2cccc([N+](=O)[O-])c2)N1c1cccc(C(F)(F)F)c1 (configuration not stated)	4	-2
36	CSc1cccc(NC(=O)C2CCCN(C(=O)c3ccc(Cl)cc3)C2)c1 (configuration not stated)	36	-2
37	O=C1N=C(N2CCCC2)S/C1=C/c1ccccc1	-6	-7
38	O=C(Nc1cccc(O)c1)N1CCCCC1	-6	-9
39	Cn1c(=O)[nH]c(=O)c2c1nc1n2CC(c2ccc(Br)cc2)O1 (configuration not stated)	-3	-8
40	COc1cccc(CNC(=O)c2ccc(Cn3nnc4ccsc4c3=O)cc2)c1	16	7
41	CCCNc1cc(N2CCC(CCC(=O)NCCC(C)C)CC2)ncn1	3	0
42	CCOc1ccc(C2CC(c3cccc(OC)c3)n3ncnc3N2)cc1 (configuration not stated)	-3	3
43	Clc1ccc2c(N3CCCCC3)ccnc2c1	nt	-15
44	Cc1ccccc1-c1nnc(Cc2ccccc2)o1	-28	-4
45	CC(C)(C)CC(=O)Nc1ccc([N+](=O)[O-])cc1	-4	1
46	COCCc1nc(C2CCCN(Cc3ccc4[nH]ccc4c3)C2)n[nH]1 (configuration not stated)	7	-5
47	CCC(CO)NC(=O)C(=O)NCCC1=CCCCC1 (configuration not stated)	-2&-15	-2&-7
48	C#CCN(C1CCCC1)S(=O)(=O)C=C	-1	-7
49	CC(=O)c1cccc(NC(=O)N2CC(C)C(c3nc(-c4ccncc4)no3)C2)c1 (configuration not stated)	-6	-4
50	O=C(/C=C/c1ccc(Cl)c(Cl)c1)c1ccc2c(c1)OCO2	-11	nt
51	O=C(CN1CCN(C(=O)c2cc3cn(C4CC4)cc3s2)CC1)N1CCCC1	0	-4
52	Cc1cc(NCCO)n2c(nc3ccccc32)c1C#N	6	10
53	COc1cccc(C=C2Oc3c(ccc4c3CN(Cc3cccnc3)CO4)C2=O)c1	27	-25
54	Cc1cc(C)n(C(=O)c2cc(Cl)nc3ccccc23)n1	-7	-2
55	O=[N+]([O-])c1cccc(-c2csc(Nc3ccc(Oc4ccccc4)cc3)n2)c1	14	-9
56	C=CCOc1ccccc1CNc1ccc(C)cc1	54*	0
57	N#CC(=NNc1ccc(F)cc1)C(N)=S	nt	6
58	CN(Cc1ccccc1)C(=O)C1CC(=O)N(c2ccccc2)C1 (configuration not stated)	3	-2
59	Cc1ccc(-c2nccn3cc(C(=O)NC4CC4)nc23)cc1	0	-1
60	NNC(=O)c1ccc2[nH]c3c(c2c1)CCCC3	11	3
61	COc1ccc(N2C(=O)CSC2c2ccc(SC)cc2)cc1 (configuration not stated)	1	-1
62	CC1(C(=O)NCc2cccnc2)CC2c3ccccc3C1c1ccccc12 (configuration not stated)	0	-11
63	Brc1ccccc1Nc1ncnc2[nH]ncc12	-2	-10
64	COc1ccc(C2SCCN2S(=O)(=O)c2cccc(C(F)(F)F)c2)cc1[N+](=O)[O-] (configuration not stated)	0	-1
65	CC(=O)COc1ccc2c(c1)OC(=Cc1ccccc1)C2=O	24	-1
66	O=C(Nc1cccc(F)c1)c1cc(S(=O)(=O)NCc2ccc(Cl)c(Cl)c2)ccc1F	18	-1
67	Cc1ccc(C(=O)N2CCC(Nc3cccnc3)C2)cn1 (configuration not stated)	-5	-1
68	COCC(=O)N1CCCc2ccc(NS(=O)(=O)c3ccc(Cl)s3)cc21	-8	-4
69	O=C1NC2(CCN(C(=O)c3cccc(F)c3)CC2)Nc2cc(Cl)ccc21	5	0
70	CCCn1c(C2CCN(C(=O)Nc3ccc(F)cc3)CC2)cc(=O)n2nccc12	-7	-3
71	COc1cc(OC)c(NC(=O)CN2C(=O)NC3(CCC(C)CC3)C2=O)cc1Cl (configuration not stated)	7	-4
72	Cc1ccc(S(=O)(=O)N2CCCC2C(=O)NCCc2csc(C)n2)cc1 (configuration not stated)	3	-5
73	O=C(Nc1ccccc1Cl)c1cc2n(n1)C(C(F)(F)F)CC(c1ccc3c(c1)OCO3)N2 (configuration not stated)	3	-4
74	COC(=O)C(NC(=O)C12CC3CC(CC(Br)(C3)C1)C2)C(C)C (configuration not stated)	-2	-6
75	Clc1ccc(OCc2nc(CSc3ccccn3)no2)c(Cl)c1	nt	-3&-4
76	COc1ccc(NC(=O)c2cc(C)n3nccc3n2)cc1Cl	-6	3
77	O=C(N1CCN(c2ccc(F)cc2)CC1)C12CC3CC(CC(C3)C1)C2	0	-5
78	Cc1ccc(S(=O)(=O)Nc2ccc3c(c2)ncn3C2CCCCC2)cc1	1	-9
79	COCCn1c(=N)c(C(=O)NC2CCCCC2)cc2c(=O)n3ccccc3nc21	-5	-8
80	Cc1ccccc1NC(=O)C1CCc2nc(N3CCOCC3)ncc2C1 (configuration not stated)	-2	-3
81	CC(=O)Nc1ccc(NC(=O)c2ccccc2I)cc1	-3	-4
82	COc1cc(-n2cnc3cc(C(=O)N4CCC5(CC4)OCCO5)ccc32)cc(OC)c1OC	-1	-6
83	COCCN1C(=O)C(O)=C(C(=O)c2cccs2)C1c1ccccc1F (configuration not stated)	0	-19
84	CC(C)(C)NC(=O)N1CCC(n2c(-c3ccc(F)cc3)nc3cccnc32)C1 (configuration not stated)	-4	-5
85	CC1=C(C(=O)c2ccccc2)C(c2cccc([N+](=O)[O-])c2)NC(=O)N1 (configuration not stated)	0	-5
86	CC(C)c1ccc2c(ccc[n+]2C)c1	nt	6
87	O=C(Nc1ccc(Cl)c(C(=O)c2ccccc2)c1)c1cccc([N+](=O)[O-])c1	3	-3
88	CCC(C)NS(=O)(=O)C1CON(C)C1c1ccc(C(C)C)cc1 (configuration not stated)	0	-1
89	O=C(Cc1ccccc1[N+](=O)[O-])Nc1ccc(Oc2ccccc2)cc1	3	-1
90	COc1cc2c(cc1OC)C(C(=O)NCCCN1CCOCC1)C1c3ccccc3CCN1C2=O (configuration not stated)	8	1

# (next part)
cpd	Compound	mHTT CaM bind	Pf apPOL block
91	O=C(Nc1ccccc1)N1CCCC(OCc2cccc(F)c2F)C1 (configuration not stated)	-10	-5
92	COc1ccc(NS(=O)(=O)c2cc(C(=O)Nc3ccccc3)ccc2OC)cc1	21	-5
93	N#Cc1c2c(c(NCCCO)n3c1nc1ccccc13)CCC2	10	4
94	COc1ccc(C2CC(c3ccc(C)cc3)Nc3nnnn32)cc1 (configuration not stated)	3&7	1&-5
95	O=C(NCC1(c2cccs2)CCOCC1)C(=O)Nc1ccc2c(c1)OCCO2	-5	-5
96	Cc1ccc(-c2nn(-c3ccccc3)cc2CO)o1	5	-5
97	O=C(c1ccc(F)c(F)c1)N1CCC(NS(=O)(=O)c2ccc(Cl)cc2)CC1	0	0
98	O=c1c2c([nH]c3ccccc13)CCCCCC2	-7	-1
99	Cc1cc(F)ccc1NC(=O)C1CC(=O)N(c2ccc3c(c2)CCN3C(=O)C2CCC2)C1 (configuration not stated)	-1	3
100	Cc1cc(F)ccc1S(=O)(=O)N1CCOCC1	-7	-4
101	CCC(C)c1ccc(NC(=O)CSc2nc3ncccc3[nH]2)cc1 (configuration not stated)	2	-8
102	Cc1ccc(C(=O)N=c2sc(C)cn2C(C)C(=O)NC2CC2)cc1 (configuration not stated)	0	2
103	CC1(C)CC2(CCCN(Cc3nc4c(c(=O)[nH]3)C3(CCCCC3)Cc3ccccc3-4)C2)CCO1 (configuration not stated)	3	0
104	COc1ccccc1CNS(=O)(=O)c1ccc(F)c(C(=O)Nc2ccc(C)c(Cl)c2)c1	70*	0
105	Cc1cc(NC(=O)CSc2nc3[nH]ncc3c(=O)n2-c2ccc(Br)cc2)n[nH]1	13	-5
106	COc1ccc(CN2CCC(C(=O)N3CCCCC3)CC2)c(OC)c1	-1	9
107	O=C(NCC(c1ccsc1)N1CCc2ccccc2C1)c1cccs1 (configuration not stated)	-13	-3
108	Cc1nc(-c2ccc(OCc3c(F)cccc3F)cc2)no1	-10	-4
109	CCSc1nnc(NC(=O)CSc2cccs2)s1	0	-4
110	Cc1c(C(=O)NCc2ccccc2)cccc1[N+](=O)[O-]	1	2
111	OCCCCNc1ncnc2scc(-c3ccccc3)c12	0	-9
112	Cc1cc(=O)n2c3ccccc3n(CC(O)CN3CCN(c4ccccc4)CC3)c2c1C#N (configuration not stated)	2	-2
113	Cc1nc2ncccn2c1-c1csc(NCc2ccccc2)n1	7	-2
114	COc1nn(C)cc1C(=O)N1CCCC(COCc2ccccc2)C1 (configuration not stated)	2	-7
115	Cc1ccc(C(=O)N2CCN(c3nc(CN4CCCCC4)cs3)CC2)cc1	8	-2
116	CCCNC(=O)N1CCN(Cc2nc3cccnc3n2-c2ccccc2)CC1	-11	-2
117	COc1cc(Br)c(C=Nc2c(C)n(C)n(-c3ccccc3)c2=O)cc1OC	2	1
